Assay outcomes as filed in PubChem BioAssay.
PMI inhibition – MPI inhibition at elevated mannose 6-phosphate – biochemical, fluorescence intensity, high mannose 6-phosphate, primary screen (AID 1220); recombinant PMI enzyme, coupled fluorescence intensity; higher % means a stronger effect; one-dose inhibition, % at 20 µM; IC50 in µM for titrated hits; 0.66% of 190,000 active
M17LAP inhibition – P. falciparum M17LAP inhibitors, primary screen, biochemical, fluorogenic H-Leu-NHMec substrate, 1536-well (AID 1619); inhibition, % at 30 µM; hits with a dose series show IC50 in µM; 0.38% of 220,000 active; recombinant M17LAP, H-Leu-NHMec fluorogenic kinetic assay; higher % means a stronger effect;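 active means compound inhibiting the enzyme by more than half at any dose during confirmatory dose-response retesting; inconclusive means strong single-dose inhibitors picked by rank but not retested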;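 further: plate controls were full reaction with DMSO carrier for no effect and no enzyme background for full effect; strong numbers were not always called active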
LYP inhibition – PTPN22 lymphoid phosphatase activity blockers – biochemical, fluorescence intensity, uHTS (AID 1779) | recombinant LYP phosphatase, fluorescence intensity; higher % means a stronger effect | one-dose inhibition, % at 11.5 µM; IC50 in µM for titrated hits | 0.054% of 290,000 active;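 further: plate controls were vehicle with enzyme for no effect and no enzyme for full effect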
AID2073 – inhibitors of Mint1-CaV2.2 protein interaction, biochemical, HTRF (AID 2073). HTRF protein-protein interaction, Mint1-CaV2.2; higher % means a stronger effect. inhibition, % at 20 µM, or IC50 in µM where a hit was titrated. 0.19% of 290,000 active; in the data active means inhibition mostly above about 51%, no sharp cut-off; inconclusive means no clear call, values can overlap the other calls; inactive means mostly below about 53%; further: some results filed as inactive read as strong as hits
M1AAP inhibition – malaria alanyl aminopeptidase activity blockers – biochemical, fluorogenic H-Leu-NHMec substrate, 1536-well (AID 1445). recombinant M1AAP, H-Leu-NHMec fluorogenic kinetic assay; higher % means a stronger effect. inhibition, % at 30 µM; hits with a dose series show IC50 in µM. 0.42% of 220,000 active;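 active means primary inhibition above the hit cutoff, then over 50% inhibition at one or more dose response concentrations, cut at about 23% in these data, passing the limit was not always enough; inconclusive means conflicting primary data, or primary hits not chosen for dose response; inactive means low primary inhibition, or under 50% at every dose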;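 further: plate controls were DMSO full reaction for no effect and no enzyme background for full effect; strong numbers were not always called active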
SIAH1 antagonists – blockers of Siah-1 interaction with plectin peptide – biochemical, fluorescence polarization, rhodamine-plectin, uHTS, primary screen (AID 1817) | Siah-1 / rhodamine-plectin peptide fluorescence polarization; higher % means a stronger effect | displacement, % at 20 µM, or IC50 in µM where a hit was titrated | 0.02% of 290,000 active;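 active means displacement of at least 50% at 20 µM, with a fluorescence ratio check between 0.3 and a set limit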;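 further: plate controls were Siah plus tracer with DMSO for no effect and tracer alone without Siah for full effect; strong numbers were not always called active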
Dynein transport – blocks dynein driven cargo transport along microtubules | 0.47% of 220,000 active | 3617.4 mouse cells, GR-EGFP nuclear translocation imaging; test concentration mostly 20 µM; stimulated with dexamethasone, 1 µM; hits give low values | AID 1381 | z-score, hits read low;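 active means plate z-score of nuclear minus cytoplasmic receptor signal below a set negative limit, without overly bright fluorescence or cell loss, cut at about -3.5 in these data, passing the limit was not always enough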;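 further: z-score of nuclear minus cytoplasmic ring GR-EGFP intensity difference per well; some compounds called inactive have numbers as strong as hits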
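Buffer or medium: tet-free medium with charcoal-stripped serum / Also added: dexamethasone agonist, 1.0 µM final, for 30 min / Timing: induction 48 h, compound 1 h, agonist 30 min / Measured by: high-content fluorescence imaging after fixation / Read-out: nuclear-to-cytoplasmic GR-EGFP distribution per well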
human PMI inhibition – inhibitors of human PMI, primary screen, biochemical, fluorescence intensity, coupled assay (AID 1209). purified PMI enzyme, coupled fluorescence intensity; higher % means a stronger effect. inhibition, % at 20 µM, or IC50 in µM where a hit was titrated. 0.42% of 190,000 active;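 further: plate controls were DMSO vehicle for no effect and wells lacking substrate for full effect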
XIAP antagonists – small molecules displacing peptide from XIAP – biochemical, IAP family, fluorescence polarization (AID 1018); XIAP BIR domain, fluorescence polarization peptide displacement; higher % means a stronger effect; displacement, % at 20 µM; hits with a dose series show IC50 in µM; 0.007% of 200,000 active; in the data active means displacement above about 50%; further: a part of the inactive calls stands beside numbers as strong as those of hits
Dynein transport cytoplasmic EGFP – also measured in Dynein transport; calls as there; z-score; measured here: cytoplasmic GR-EGFP intensity; hits give high values
Dynein transport nuclear GR-EGFP – also measured in Dynein transport; calls as there; z-score; measured here: nuclear GR-EGFP intensity;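 lower value marks the stronger effect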
Dynein transport cell count – recorded beside Dynein transport, whose call it bears; z-score; measured here: cell count per field
Active calls of the source: *; ? = inconclusive; . = not tested or not shown. Unless noted, no stated cut-off is given here; in the data, active means inhibition above about 50%; inactive means the rest. Compounds were not picked by outcome; overall some 2.1% were active at least once.

SMILES	PMI inhibition	M17LAP inhibition	LYP inhibition	AID2073	M1AAP inhibition	SIAH1 antagonists	Dynein transport	Dynein transport cytoplasmic EGFP	Dynein transport nuclear GR-EGFP	Dynein transport cell count	human PMI inhibition	XIAP antagonists
Cc1nn(C2CCS(=O)(=O)C2)c(Cl)c1/C=C/C(=O)OCC(=O)N(C)C (stereo unspecified)	31.4%	3.6%	-3.3%	-1.5%	6.2%	2.1%	0.0139	-0.222	-0.0779	0.137	12.9%	-2.5%
CCc1cccc2c(C(=O)CSc3nncn3-c3ccc(OC)cc3)c[nH]c12	1.4%	13.2%	2.0%	1.3%	-1.5%	-1.7%	-0.0516	-0.189	0.341	-0.325	6.3%	-5.3%
COc1ccc(OC)c(/C=N/NC(=O)CCc2ccc(O)c(O)c2)c1	29.4%	-40.6%	-5.9%	-43.5%	9.6%	-6.7%	-0.503	-0.183	-0.294	0.17	43.9%	-0.8%
C=CCn1c(SCc2cc(=O)n3ccsc3n2)nc2ccccc2c1=O	11.6%	-10.5%	1.6%	1.9%	8.6%	-3.1%	0.885	-0.316	0.473	-0.0538	3.4%	-2.7%
Cc1ccc(OCCNC(=O)/C=C/c2ccccc2)cc1C	0.7%	5.8%	-4.4%	-4.9%	2.5%	0.6%	0.818	-0.221	0.53	-1.23	5.8%	-2.9%
Cc1c(NC(=O)C(C)OC(=O)c2cccc(S(=O)(=O)N3CCOCC3)c2)c(=O)n(-c2ccccc2)n1C (stereo unspecified)	.	-4.2%	-7.0%	3.7%	-5.5%	0.0%	0.322	-0.217	-0.244	-0.535	.	.
CCOc1ccc(NC(=S)N(CCc2c(C)[nH]c3ccc(C)cc23)Cc2cccnc2)cc1	16.3%	6.5%	0.4%	11.2%	8.8%	18.0%	-0.845	0.108	0.515	0.0651	18.1%	-5.6%
CCC12CN(C(=O)c3ccc(OC)cc3)CC(CC)(CN(C(=O)c3ccc(OC)cc3)C1)C2=O	8.6%	-0.5%	4.7%	-3.5%	8.3%	1.2%	-0.622	-0.186	0.105	-0.267	4.1%	3.0%
CSc1nc2nc3c(c(=O)n2[nH]1)CCCC3	10.2%	-1.5%	-3.7%	-1.1%	0.5%	3.1%	0.244	-0.119	0.0399	-0.226	17.5%	-8.8%
CC1Cc2cc(/C(O)=C3/C(=O)C(=O)N(CCCN(C)C)C3c3ccncc3)ccc2O1 (stereo unspecified)	-4.5%	3.6%	-4.3%	14.5%	10.3%	-1.6%	-0.735	-0.239	-0.451	0.178	2.8%	-4.7%
Cc1cccc(N(CC(=O)NC(C)C)C(=O)c2ccc(N3CCCC3)nc2)c1	-9.2%	0.5%	-2.1%	2.3%	-2.3%	-2.5%	0.0852	-0.333	0.127	0.0625	-7.2%	-9.9%
CC(C)NC(=O)c1ccccc1NC(=O)CN(c1ccc2c(c1)OCO2)S(C)(=O)=O	7.8%	4.6%	-9.5%	-12.4%	1.4%	0.8%	2.44	-0.0627	1.05	-1.1	9.6%	-1.6%
CCCN1C(=O)NC2(O)C(=O)c3ccccc3C12O (stereo unspecified)	2.9%	-4.9%	-2.3%	13.1%	5.7%	-0.3%	0.501	-0.127	0.367	-0.292	-1.7%	-8.0%
COc1ccc(-n2c(SCC(=O)Nc3cccc4ccccc34)nc(O)cc2=O)cc1	.	-2.1%	-2.0%	-7.6%	-1.6%	-6.8%	2.77	-0.287	0.744	-0.517	.	.
O=S(=O)(c1ccc(OCC2CO2)cc1)c1ccc(OCC2CO2)cc1 (stereo unspecified)	-8.3%	8.5%	-6.8%	5.2%	4.4%	1.1%	-1.05	0.511	-0.23	0.624	-3.5%	-4.2%
Oc1ccc(C(c2nnnn2CCc2ccccc2)N2CCN(c3nc4ccccc4s3)CC2)cc1 (stereo unspecified)	.	3.9%	2.6%	4.7%	-3.1%	10.5%	-1.34	-0.806	-0.993	0.591	.	.
COCCNc1nnc(SCC(=O)Nc2sc3c(c2C(=O)c2ccccc2)CCCC3)s1	19.3%	-6.0%	-4.4%	2.3%	2.1%	0.5%	-0.456	-0.0828	-0.0658	1.01	11.2%	-4.7%
CCc1ccc2nc(SCC(=O)Nc3ccccc3N3CCOCC3)c(C#N)cc2c1	.	.	4.5%	12.2%	.	6.0%	0.445	-0.575	0.0667	-1.08	.	.
O=C(O)c1ccc(N2CCCCCC2)c(N2C(=O)c3ccccc3C2=O)c1	-9.5%	-3.4%	-7.4%	2.6%	4.9%	-2.2%	-0.745	0.132	-0.309	1.39	-8.6%	-2.3%
CS(=O)(=O)N1CCCC(C(=O)NCCCN2CCN(Cc3ccccc3)CC2)C1 (stereo unspecified)	1.6%	3.3%	-4.6%	-6.9%	3.4%	-2.0%	-0.438	-0.19	0.163	0.289	6.0%	-5.0%

An excerpt from above in order of their number in M17LAP inhibition, rising.
SMILES	PMI inhibition	M17LAP inhibition	LYP inhibition	AID2073	M1AAP inhibition	SIAH1 antagonists	Dynein transport	Dynein transport cytoplasmic EGFP	Dynein transport nuclear GR-EGFP	Dynein transport cell count	human PMI inhibition	XIAP antagonists
CCCN1C(=O)NC2(O)C(=O)c3ccccc3C12O (stereo unspecified)	2.9%	-4.9%	-2.3%	13.1%	5.7%	-0.3%	0.501	-0.127	0.367	-0.292	-1.7%	-8.0%
Cc1c(NC(=O)C(C)OC(=O)c2cccc(S(=O)(=O)N3CCOCC3)c2)c(=O)n(-c2ccccc2)n1C (stereo unspecified)	.	-4.2%	-7.0%	3.7%	-5.5%	0.0%	0.322	-0.217	-0.244	-0.535	.	.
CSc1nc2nc3c(c(=O)n2[nH]1)CCCC3	10.2%	-1.5%	-3.7%	-1.1%	0.5%	3.1%	0.244	-0.119	0.0399	-0.226	17.5%	-8.8%
CS(=O)(=O)N1CCCC(C(=O)NCCCN2CCN(Cc3ccccc3)CC2)C1 (stereo unspecified)	1.6%	3.3%	-4.6%	-6.9%	3.4%	-2.0%	-0.438	-0.19	0.163	0.289	6.0%	-5.0%
CC1Cc2cc(/C(O)=C3/C(=O)C(=O)N(CCCN(C)C)C3c3ccncc3)ccc2O1 (stereo unspecified)	-4.5%	3.6%	-4.3%	14.5%	10.3%	-1.6%	-0.735	-0.239	-0.451	0.178	2.8%	-4.7%
Oc1ccc(C(c2nnnn2CCc2ccccc2)N2CCN(c3nc4ccccc4s3)CC2)cc1 (stereo unspecified)	.	3.9%	2.6%	4.7%	-3.1%	10.5%	-1.34	-0.806	-0.993	0.591	.	.
CC(C)NC(=O)c1ccccc1NC(=O)CN(c1ccc2c(c1)OCO2)S(C)(=O)=O	7.8%	4.6%	-9.5%	-12.4%	1.4%	0.8%	2.44	-0.0627	1.05	-1.1	9.6%	-1.6%

(listing goes on)
SMILES	PMI inhibition	M17LAP inhibition	LYP inhibition	AID2073	M1AAP inhibition	SIAH1 antagonists	Dynein transport	Dynein transport cytoplasmic EGFP	Dynein transport nuclear GR-EGFP	Dynein transport cell count	human PMI inhibition	XIAP antagonists
O=C(COC(=O)c1ccccc1Br)NCCc1ccc(F)cc1	9.0%	8.4%	-2.4%	6.5%	7.6%	-2.2%	0.305	-0.402	-0.0531	2.02	17.2%	-2.8%
C1COCCNCCOCCOCCN1	5.7%	-11.7%	-2.5%	42.0%	2.8%	4.2%	-0.449	-0.224	-0.908	0.852	1.6%	-2.4%
Cc1[nH]c(=S)[nH]c(=O)c1Cc1ccc(OCC(C)C)cc1	9.0%	-5.6%	-6.8%	29.9%	-0.2%	-0.3%	-0.628	0.256	-0.129	0.684	-6.3%	-19.2%
COC(=O)c1cc(NC(=O)c2cccs2)ccc1N1CCOCC1	.	0.6%	1.6%	18.7%	3.6%	-3.4%	-0.00866	-0.223	0.31	0.0888	.	-4.7%
CCOC(=O)CSc1nnc(-c2ccncc2)o1	7.6%	-4.5%	-6.2%	4.8%	2.3%	-1.6%	-0.584	-0.237	0.217	0.281	4.0%	-6.5%
COc1cc(Cl)cc2c1Sc1ccccc1/C2=C/CCN(C)C	-9.3%	1.9%	-3.8%	-4.4%	-1.7%	3.7%	-3.02	2.38	-0.817	-5.05	-7.3%	-2.6%
COCCN(CCOC)C(=O)c1cc2c(=O)n3ccccc3nc2s1	-3.5%	-161.8%	-17.6%	20.9%	?	-3.4%	-1.6	-0.0322	-0.813	0.63	-4.1%	-1.8%
CC(Sc1nc(O)c(-c2ccccc2)c(=O)[nH]1)C(=O)Nc1ccc(Cl)cc1 (stereo unspecified)	-0.4%	4.4%	0.2%	5.4%	7.9%	-1.9%	-0.173	-0.284	-0.163	-0.0232	2.4%	-5.0%
CCN(CC)S(=O)(=O)c1ccc(S(=O)(=O)N2CCN(CCC#N)CC2)cc1	13.7%	-7.2%	0.3%	4.3%	3.5%	-1.4%	-0.528	-0.188	0.0073	0.546	17.6%	-6.5%
COc1cccc(CNS(=O)(=O)/C=C/c2ccc3c(c2)OCO3)c1	6.5%	2.5%	4.2%	1.4%	18.5%	2.7%	.	.	.	.	7.9%	-1.9%
NC(=O)Cc1ncc(C(F)(F)F)cc1Cl	-1.0%	-6.4%	-10.1%	2.7%	-4.6%	14.3%	-0.839	-0.322	-0.398	0.998	0.1%	-6.0%
O=C(CSc1nnnn1C1CCCCC1)NCc1cccs1	-6.8%	-4.4%	-5.8%	0.4%	3.7%	5.5%	0.292	-0.253	0.353	-0.544	-1.1%	-8.9%
Cc1ccc(-c2nn(-c3cc(Cl)ccc3[N+](=O)[O-])c(=O)c3ccccc23)cc1	8.9%	4.9%	2.7%	-1.5%	9.6%	2.7%	-0.899	-0.211	-0.146	0.339	9.4%	-2.9%
O=C(COC(=O)C1CC2C=CC1C2)Nc1cccc(S(=O)(=O)N2CCCCC2)c1 (stereo unspecified)	-6.0%	22.0%	1.9%	48.8%	7.8%	4.2%	-0.0624	-0.3	-0.321	0.277	1.5%	-6.4%
CC1CCc2nc3ccccc3c(C(=O)OCC(=O)NC3CCS(=O)(=O)C3)c2C1 (stereo unspecified)	2.5%	14.7%	-3.5%	3.4%	-1.4%	6.9%	0.0823	-0.19	0.271	-0.0538	5.6%	-7.3%
COc1ccc(/C=C/c2cc(C(F)(F)F)[nH]c(=O)n2)cc1OC	.	-0.5%	-1.5%	?	10.6%	-3.1%	-2.96	0.213	-1.44	1.24	.	2.7%
C/C=C/C(=O)Nc1cccc(C2=NOC3(C2)C[C@H](C(N)=O)N(C(=O)/C=C/C)C3)c1 (stereo partly specified)	.	-4.7%	0.0%	5.3%	2.9%	5.5%	0.876	-0.696	0.514	-0.473	.	.
